From PubChem BioAssay
APP transl inh – APP translation inhibition. SH-SY5Y APP 5'UTR-luciferase reporter, luminescence. inhibition, % at 2 µM. actives 0.82% (n = 190,000);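 active = inhibition above a set limit, derived from the sample mean plus 3 SD, cut at about 45% in these data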; note: values of inactives mirror those of a sister screen read the other way
TNAP act hi DEA – increases human TNAP activity under high phosphate acceptor concentration | activation factor at 20 µM | P05186 | AID 1136 | purified TNAP, CDP-star luminescence, 1 M DEA, 30 min; hits give high values; 0 = EDTA background, 1 = DMSO-only activity | 200,000 tested, under 10 active;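 active = activation factor at least 2 at 20 µM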
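Dosing: 20 µM single point. System: human TNAP. Amount: TNAP 1/800 final. Incubation: 30 min, room temperature. Read-out: TNAP activation factor scaled between EDTA and DMSO control wells. Signal: luminescence from CDP-star hydrolysis. Medium: 1 M DEA, pH 9.8, Mg2+, Zn2+. Control set: EDTA negative control, DMSO positive control.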
TNAP inh no acc – inhibitors of human TNAP without phosphate acceptor; inhibition, % at 20 µM; actives 0.26% (n = 200,000); P05186; purified TNAP, CDP-star luminescence, 30 min;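 active = tissue-nonspecific alkaline phosphatase inhibition above about 50% at 20 µM in the single-dose screen, limit read from the data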;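 note: 0% = DMSO negative control and 100% = EDTA positive control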
RAM network inh – blocks the yeast RAM network. inhibition, % at 50 µM. actives 1.8% (n = 190,000). S. cerevisiae dse1pr::URA3 reporter, 5-FOA growth OD615, 2 d; analog-sensitive cbk1-as2 kinase mutant strain;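 active = inhibition above a set limit, 3 SD over mean compound inhibition, cut at about 8.4% in these data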;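 note: 0% = DMSO-only wells with no growth and 100% = 10 µM 1-NA-PP1 full growth; inhibition rescues growth on 5-FOA so higher OD means more RAM inhibition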
FLuc inh counter – counter-screen for luciferase assay inhibitors: firefly luciferase inhibition | P08659 | ATPLite firefly luciferase biochemical luminescence, 10 min | inhibition, % at 10 µM | actives 1.5% (n = 200,000) | AID 1006;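 active = inhibition above about 50% when tested at 10 µM, limit read from the data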
Target sequence (P08659 whole entry, looked up): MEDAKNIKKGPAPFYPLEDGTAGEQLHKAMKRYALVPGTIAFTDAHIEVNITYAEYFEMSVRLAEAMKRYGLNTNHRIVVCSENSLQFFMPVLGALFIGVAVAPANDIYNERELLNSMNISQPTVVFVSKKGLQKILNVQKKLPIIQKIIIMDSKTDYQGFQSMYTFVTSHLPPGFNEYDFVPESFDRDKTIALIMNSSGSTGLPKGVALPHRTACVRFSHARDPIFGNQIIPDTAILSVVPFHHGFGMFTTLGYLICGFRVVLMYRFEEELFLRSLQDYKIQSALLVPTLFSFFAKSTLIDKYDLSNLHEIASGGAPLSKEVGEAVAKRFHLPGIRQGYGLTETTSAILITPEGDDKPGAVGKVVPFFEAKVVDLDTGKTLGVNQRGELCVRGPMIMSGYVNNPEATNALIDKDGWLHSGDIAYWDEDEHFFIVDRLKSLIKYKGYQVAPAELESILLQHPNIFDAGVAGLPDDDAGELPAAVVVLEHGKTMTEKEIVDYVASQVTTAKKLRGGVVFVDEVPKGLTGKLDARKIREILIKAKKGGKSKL
TNAP inh hiacc – blocks human TNAP under high phosphate acceptor concentration | purified TNAP, CDP-star luminescence, 1 M DEA | inhibition, % at 20 µM | P05186 | actives 0.03% (n = 200,000);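 active = over 50% inhibition of tissue-nonspecific alkaline phosphatase at 20 µM in the single-dose screen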;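 note: plate controls were DMSO wells for no effect and EDTA-quenched wells as full inhibition for full effect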
FLuc stim CS – affects firefly luciferase, flagging false hits in luciferase stimulation screens; P08659; ATPlite luciferase biochemical, luminescence, 10 min; 0 = ATP-free wells, 1 = DMSO control; activation factor at 10 µM; 200,000 tested, under 10 active; AID 1027;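 active = luciferase activation factor, scaled between plate controls, of at least 2 with compound at 10 µM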
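Material: Luciferase/luciferin reagent mix | Doses: Test compounds dosed from 2 mM stocks in 100% DMSO | Timing: 10 min incubation after luciferase reagent addition, room temperature | Measured by: Luminescence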
bIAP inhibitor – blocks bovine intestinal alkaline phosphatase activity. purified bovine IAP, CDP-star luminescence, 30 min. inhibition, % at 20 µM. 190,000 tested, under 10 active;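 active = over 50% inhibition of intestinal alkaline phosphatase at 20 µM in the single-dose screen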
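test system = bovine IAP enzyme | medium = DEA buffer 100 mM, pH 9.8, with MgCl2 1.0 mM, ZnCl2 0.02 mM | detection = luminescence | dosing = single compound dose of 20 µM, 2% DMSO final | incubation = 30 min reaction at room temperature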
bIAP act – intestinal alkaline phosphatase (bovine) activation. AID 1016. activation factor at 20 µM. actives 0.17% (n = 200,000). purified bovine IAP, CDP-star luminescence, 30 min; hits give high values; fold of DMSO-control signal, blank-subtracted;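 active = activation factor of 2 or more at 20 µM, a signal rise over negative controls twice the positive control's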
Lmaj promast – reduces viability of Leishmania major promastigotes. actives 9% (n = 200,000). AID 1063. resazurin fluorescence viability. inhibition, % at 10 µM; in the data active = inhibition above about 50%;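 note: promastigotes grown with compound for 44 hours at 28 °C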
Numbers without * were called inactive.

SMILES | APP transl inh | TNAP act hi DEA | TNAP inh no acc | RAM network inh | FLuc inh counter | TNAP inh hiacc | FLuc stim CS | bIAP inhibitor | bIAP act | Lmaj promast
CCN1CCN(S(=O)(=O)c2cc(C)c(OC)cc2C)CC1 | -20 | 1 | -13 | 1.1 | -8 | 1 | 1.1 | 16 | 0.8 | -5
COc1ccccc1CCC(=O)Nc1nc2ccccc2[nH]1 | -63 | 1 | -12 | 1.9 | 19 | -4 | 0.8 | 8 | 0.9 | 45
Cc1ccc(/C=N/c2sc3c(c2C#N)CCCCC3)o1 | -19 | 1 | -6 | 1.2 | 92* | -3 | 0.1 | 27 | 0.7 | 5
Cc1ccc(CNC(=O)c2cc3c(=O)n(C)c4ccccc4c3n2C)cc1 | 9 | 1 | -15 | -0.3 | -7 | -3 | 1.1 | 19 | 0.8 | 0
Cc1ccc(C(=O)Oc2cccc(-n3cnnn3)c2)cc1 | -118 | 1 | -6 | 3.1 | 1 | -2 | 1 | -5 | 1.1 | 1
NCCCCC(NC(=O)C1CCCN1C(=O)C1CSSCC(N)C(=O)NC(Cc2ccc(O)cc2)C(=O)NC(Cc2ccccc2)C(=O)NC(CCC(N)=O)C(=O)NC(CC(N)=O)C(=O)N1)C(=O)NCC(N)=O (stereo not given) | -11 | 1 | -10 | 1.1 | -3 | -2 | 1 | 9 | 0.9 | -4
O=C(O)CC1(CC(=O)N2CCN(CCO)CC2)CCCC1 | 5 | 1 | -7 | 0.8 | -2 | -1 | 1 | -18 | 1.2 | -6
COc1ccc([N+](=O)[O-])cc1NC(=O)Cc1ccc(Cl)cc1 | -8 | 1 | -8 | 2.4 | -4 | 4 | 1 | 15 | 0.9 | 48
O=C(CN1CCC(Cc2ccccc2)CC1)NC(=O)NCc1ccccc1 | -19 | 1 | -8 | -1.0 | -1 | 2 | 1 | 0 | 1 | 7
O=C(c1ccco1)n1nc(-c2ccccc2)nc1NCc1ccco1 | -14 | 1 | 19 | 3.0 | 0 | -2 | 1 | 6 | 0.9 | 0
Cc1ccc(Cn2c(NC(=O)c3ccco3)nc3ccccc32)cc1 | 3 | 1 | 0 | 4.0 | -2 | 0 | 1 | -8 | 1.1 | 9
CS(=O)(=O)N1CCN(c2ccccc2NC(=S)NC(=O)c2cccs2)CC1 | -9 | 1 | -5 | 2.5 | -4 | -2 | 1 | -8 | 1.1 | -7
Cc1nnc(SCCn2c(N3CCCCC3)nc3c2c(=O)[nH]c(=O)n3C)s1 | 5 | 1 | 0 | 0.8 | -4 | 2 | 1 | 10 | 0.9 | 8
Cc1ccc(S(=O)(=O)c2c(C)nn(C(C)(C)C)c2OC(=O)c2ccc(Br)o2)cc1 | 8 | 1 | -3 | 6.3 | -1 | 1 | 1 | 6 | 0.9 | 0
Cc1ccc(S(=O)(=O)NCCSCc2ccccc2)cc1 | -2 | 1 | -7 | 0.8 | -5 | -2 | 1.1 | 28 | 0.7 | -3
CN=C(Cc1ccccc1)C1=C(O)CC(C)(C)CC1=O | 6 | 1.1 | -8 | 1.0 | -5 | -5 | 1.1 | -5 | 1 | -4
CCCCCNc1nc2ccccc2nc1NS(=O)(=O)c1cccs1 | -10 | 1 | -10 | 1.6 | -7 | -4 | 1.1 | 0 | 1 | -5
CCC(=O)Nc1nc(C)c(-c2csc(Nc3ccc(S(=O)(=O)Nc4cc(C)on4)cc3)n2)s1 | -4 | 1.1 | 18 | -0.3 | -4 | -11 | 1 | -9 | 1.1 | -5
CCCCN(CC)CCNC(=O)CN(C)S(=O)(=O)c1ccc2c(c1)c(=O)n(C)c(=O)n2C | -19 | 1.1 | -5 | 0.7 | -2 | -5 | 1 | -10 | 1.1 | 6
CCCC(=O)N1CCN(c2ccc(NC(=O)c3cc4ccccc4o3)cc2Cl)CC1 | -7 | 1.1 | -1 | 1.5 | -3 | -5 | 1 | -4 | 1 | 60*
COc1ccc(N(CC(=O)NCc2ccccn2)S(=O)(=O)c2ccccc2[N+](=O)[O-])c(OC)c1 | -5 | 1.1 | -11 | 0.4 | -6 | -7 | 1.1 | 3 | 1 | -2
COc1ccccc1NC(=S)NC12CN3CN(CN(C3)C1)C2 | -4 | 1 | -12 | 1.7 | -7 | -3 | 1.1 | 1 | 1 | 13
COC(=O)[C@@]1(Cc2ccc(F)cc2)[C@H]2c3cc(C(=O)N(C)C)n(Cc4ccccc4)c3C[C@H]2CN1C(=O)c1ccccc1 | -7 | 1.1 | -11 | 6.3 | -6 | -5 | 1.1 | 35 | 0.7 | 39
CCOc1ccc(C(F)(F)F)cc1NC(=O)COc1ccc(C(F)(F)F)cc1[N+](=O)[O-] | 1 | 1 | -10 | -0.1 | -8 | -1 | 1.1 | 31 | 0.7 | -4
O=C(NC1=NCCS1)c1sc2cc(Cl)cc(Cl)c2c1Cl | 9 | 1.1 | -1 | 4.5 | -7 | -6 | 1.1 | 24 | 0.8 | 76*
SMILES | APP transl inh | TNAP act hi DEA | TNAP inh no acc | RAM network inh | FLuc inh counter | TNAP inh hiacc | FLuc stim CS | bIAP inhibitor | bIAP act | Lmaj promast
CC(NC(=O)CSc1nc(=O)cc(N)n1-c1ccccc1)c1ccccc1 (stereo not given) | -10 | 1 | -17 | 1.2 | -5 | 1 | 1 | 6 | 0.9 | -3
O=C(CN(CC1CCCO1)C(=O)CNS(=O)(=O)c1ccc(F)cc1)NCc1ccco1 (stereo not given) | -16 | 1.1 | -7 | 0.2 | 1 | -7 | 1 | -4 | 1 | -10
O=[N+]([O-])c1cc(Cl)cc(C2=NCCN2)c1 | 4 | 1.1 | -15 | 1.9 | 2 | -6 | 1 | 4 | 1 | 52*
CCOC(=O)c1cc(CC)sc1N | 4 | 1.1 | 4 | 2.1 | -8 | -7 | 1.1 | 10 | 0.9 | -1
O=C(CNC(=O)c1ccco1)NCCCc1ccccc1 | 1 | 1 | -8 | 0.6 | -5 | -4 | 1.1 | 1 | 1 | -4
O=C(N/N=C/c1ccco1)c1cccc(N2CCCC2=O)c1 | -17 | 1 | 8 | 2.3 | 52* | 4 | 0.5 | -7 | 1.1 | 18
CCOC(=O)c1c(-c2ccc(C)o2)csc1NC(=S)NC(=O)c1ccc(F)cc1 | 0 | 1 | 10 | 11* | -10 | 3 | 1.1 | 15 | 0.9 | -8
CCOc1ccc(-c2nnc(-c3ccc(OC)cc3)o2)cc1 | -7 | 1 | -5 | 1.5 | 5 | -1 | 1 | -2 | 1 | -3
Nc1nc(NCc2ccccc2)nc(Nc2ccc(F)cc2)c1[N+](=O)[O-] | -11 | 1 | -2 | 2.9 | -6 | 0 | 1.1 | 9 | 0.9 | -1
CC(C(=O)c1ccc(-c2ccccc2)cc1)[n+]1ccccc1 (stereo not given) | 2 | 1 | -5 | 1.5 | -5 | -2 | 1.1 | 24 | 0.8 | 34
CCOC(=O)c1cnc2nc(C(F)(F)F)[nH]n2c1=O | -8 | 1 | -9 | 0.7 | -4 | 0 | 1 | 1 | 1 | -6
CCOc1cc(/C=C(\C#N)c2[nH]nc(N)c2C#N)ccc1O | 8 | 0.9 | 10 | 1.5 | -2 | 12 | 1 | 26 | 0.7 | 67*
Cc1cc(=O)oc2cc(NC(=O)C3CCCC3)ccc12 | -18 | 1 | -6 | 2.2 | 1 | -2 | 1 | -28 | 1.3 | 101*
COCCN(CCOC)S(=O)(=O)c1ccc(C(=O)Nc2ccc(S(=O)(=O)Nc3nccc(C)n3)cc2)cc1 | -33 | 1 | -2 | 1.3 | -1 | 1 | 1 | -7 | 1.1 | 0
Cc1nn(-c2ccc(Cl)c(Cl)c2)c(C)c1C(=O)O | 4 | 1.1 | -12 | 0.0 | -7 | -5 | 1.1 | 3 | 1 | -7
O=C(C1=C[C@@H](c2ccc(Br)cc2)C[C@@H](OCc2ccc(CO)cc2)O1)N1CCN(Cc2ccc3c(c2)OCO3)CC1 | 20 | 1.1 | -12 | 0.5 | -5 | -9 | 1 | 0 | 1 | 56*
Cc1ccc(S(=O)(=O)N2CCN(C(=O)CSC3CCCC3)CC2)c(C)c1 | 0 | 1 | -10 | 1.1 | -5 | -5 | 1 | 1 | 1 | 0
O=C(NCc1ccccc1)C(c1ccccc1)N(Cc1ccc2c(c1)OCO2)C(=O)Cc1cccs1 (stereo not given) | -5 | 1.1 | -18 | 2.2 | -2 | -8 | 1 | 17 | 0.8 | 79*
O=c1cc(-c2ccc(Br)cc2)[nH][nH]1 | 3 | 1 | -10 | 0.4 | -5 | -3 | 1.1 | -9 | 1.1 | -7
O=c1[nH]c2ccccc2nc1Cc1ccccc1 | 19 | 1 | -8 | 0.6 | 0 | -2 | 1 | -2 | 1 | 1
O=C(O)c1csc(Cc2ccccc2)n1 | 0 | 1 | -8 | 1.8 | -3 | -1 | 1 | -1 | 1 | -11
COc1ccc(C(C#N)c2ccc(Cl)nn2)cc1 (stereo not given) | 0 | 1 | 0 | 0.4 | -5 | 1 | 1 | -12 | 1.1 | -11
CCN(CCNC(=O)C1CCN(c2nnc(-n3cccc3)s2)CC1)c1ccccc1 | -6 | 1.1 | -12 | 1.1 | -8 | -6 | 1.1 | -1 | 1 | -4
COc1ccc(-c2cc(C3CCN(Cc4ccc([N+](=O)[O-])cc4)CC3)[nH]n2)cc1 | 3 | 1 | 30 | -2.0 | -8 | -4 | 1.1 | -14 | 1.1 | 56*
COC(=O)Cn1c(CN2CCN(c3ccc(F)cc3)CC2)nc2c1c(=O)n(C)c(=O)n2C | 13 | 1 | -8 | 4.5 | -13 | -3 | 1.1 | -4 | 1 | -5
NC(=O)c1nn(-c2ccc(Oc3ccccc3)cc2)c(=O)cc1O | 7 | 1 | -3 | 1.0 | -4 | -2 | 1 | 5 | 0.9 | -20
CC(C)C(NC(=O)c1cccs1)C(=O)NC1=NCCS1 (stereo not given) | -11 | 1 | -6 | 0.4 | -5 | 2 | 1 | 2 | 1 | 0
COC(=O)C1C2C=CC3(CN(CCc4ccccc4)C(=O)C13)O2 (stereo not given) | -13 | 1 | -8 | 0.4 | -4 | -2 | 1 | -12 | 1.1 | -3
